H69AR growth 86K – blocks growth of human H69AR lung tumor cells; viability, % at 10 µM; 85,000 compounds, 6% hits; H69AR lung tumor viability, ATP luminescence, 72 h; stronger effect = lower value;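 active = viability at or below 40%; inactive = viability above 40%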;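 note: multidrug resistant small cell line overexpressing MRP-1 efflux transporter; 100% = mean luminescence of untreated control wells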
CD11b adhes enh – CD11b/CD18-fibrinogen binding enhancement | activation, % at 10 µM | 93,000 compounds, 0.07% hits | K562 CD11b/CD18 adhesion to fibrinogen, ATPlite luminescence | AID 1499 | P05107+P11215;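 active = 10 µM primary screen giving 50% or more activity, confirmed by 40% or more on retest at that dose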; note: strong numbers were not always called active
Target sequence (P05107 whole entry, looked up, other chains not shown): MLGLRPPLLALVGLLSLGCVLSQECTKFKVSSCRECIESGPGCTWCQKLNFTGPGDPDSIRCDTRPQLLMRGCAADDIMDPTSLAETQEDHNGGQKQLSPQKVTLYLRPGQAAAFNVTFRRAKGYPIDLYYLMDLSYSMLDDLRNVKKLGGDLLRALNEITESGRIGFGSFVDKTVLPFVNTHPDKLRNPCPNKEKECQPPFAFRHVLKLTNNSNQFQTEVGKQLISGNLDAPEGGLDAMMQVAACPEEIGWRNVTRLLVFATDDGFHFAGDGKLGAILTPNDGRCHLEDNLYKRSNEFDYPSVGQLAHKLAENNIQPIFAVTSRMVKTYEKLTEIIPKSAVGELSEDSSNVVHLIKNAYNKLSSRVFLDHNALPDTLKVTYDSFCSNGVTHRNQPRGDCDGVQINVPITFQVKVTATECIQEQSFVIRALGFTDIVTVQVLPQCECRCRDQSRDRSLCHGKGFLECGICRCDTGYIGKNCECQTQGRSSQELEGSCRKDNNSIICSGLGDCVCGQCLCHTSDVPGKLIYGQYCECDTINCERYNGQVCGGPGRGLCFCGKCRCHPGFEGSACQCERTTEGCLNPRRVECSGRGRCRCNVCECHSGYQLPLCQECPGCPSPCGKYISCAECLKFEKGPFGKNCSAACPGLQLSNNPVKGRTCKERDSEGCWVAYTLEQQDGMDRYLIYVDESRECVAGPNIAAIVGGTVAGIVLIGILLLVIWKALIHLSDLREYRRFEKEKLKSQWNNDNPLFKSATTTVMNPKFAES
Smad3 FoxH1 inh – inhibitors of human Smad3 transcription factor binding. 88,000 compounds, 0.29% hits. AID 630. TR-FRET Smad3/Dy647-FoxH1 peptide binding, europium anti-His. inhibition, % at 25 µM. P84022;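 active = compounds that reduce the energy-transfer binding signal between the protein and its labelled peptide by more than half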;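 note: 0% = Smad3 plus labelled peptide maximal FRET and 100% = peptide-only background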
Lung fibro prol – blocks proliferation of human lung fibroblasts; LL 47 human lung fibroblast viability, ATP luminescence; stronger effect = lower value; 85,000 compounds, 1.1% hits; viability, % at 10 µM; AID 719;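 active = viability at or below 50% in the single dose screen; inactive = viability above 50%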;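 note: compound exposure lasted 72 h before the ATP readout; 100% = median luminescence of untreated cell-only wells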
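Signal: luminescent ATP detection, CellTiter-Glo; assay system: LL 47 human lung fibroblasts; input: 1,150 cells/well; incubation: overnight cell rest, 72 h compound treatment at 37 °C; measure: % viability versus median cells-only luminescence; medium: IMEM growth medium with 15% fetal bovine serum; dosing: compound addition at 0.1% DMSO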
MT1-MMP txn act – MT1-MMP promoter transcription activation; HT1080 MT1-MMP promoter luciferase reporter, luminescence, overnight; stronger effect = higher value; activation factor at 10 µM; 86,000 compounds, 0.16% hits;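 active = activation factor of at least 2 for MT1-MMP transcription at 10 µM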
ERa SRC1 pot – enhances coactivator binding to human estrogen receptor alpha. 86,000 compounds, 1.3% hits. P03372. TR-FRET ERalpha-LBD/SRC-Cy5 coactivator binding, 2 h; 100 = basal binding, no effect. coactivator binding (% of control), % at 25.6 µM; in the data active = activity above about 200%;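 note: binding measured in presence of low estradiol as agonist stimulus; 0% = peptide alone without receptor and 100% = receptor with peptide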
ERa SRC1 inh – blocks coactivator binding to human estrogen receptor alpha | P03372 | TR-FRET ER-alpha LBD / SRC-1 peptide, estradiol-bound | inhibition, % at 25.6 µM | 86,000 compounds, 1.7% hits; in the data active = inhibition above about 50%;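 note: 0% = receptor plus peptide control and 100% = peptide only without receptor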
ERb coact inh – blocks coactivator binding to human estrogen receptor beta. Q92731. TR-FRET ER-beta LBD / SRC1-Cy5 peptide binding; receptor agonist-loaded with 1 µM estradiol. inhibition, % at 25.6 µM. 86,000 compounds, 1.3% hits. AID 633;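 active = compounds whose percent inhibition of the receptor-coactivator binding signal exceeds about 50% in the single-dose screen, limit read from the data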;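 note: 0% = receptor plus peptide wells without compound and 100% = peptide-only wells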
HUVEC prolif 384 – inhibitors of human endothelial cell proliferation | HUVEC proliferation, CellTiter-Glo luminescence, 72 h; stronger effect = lower value | viability, % at 10 µM (by protocol) | 86,000 compounds, 1.1% hits | AID 648;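 active = viability at or below 30%; inactive = viability above 30%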;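 note: 100% = median luminescence of DMSO-only cell control wells on each plate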
* = called active by the depositor; . = no result given; [ ] = another dose, or the depositor's remark. The list is partial; count on the stated rates, not on these rows.

SMILES | H69AR growth 86K | CD11b adhes enh | Smad3 FoxH1 inh | Lung fibro prol | MT1-MMP txn act | ERa SRC1 pot | ERa SRC1 inh | ERb coact inh | HUVEC prolif 384
CC(C)C(c1nnnn1C1CCCCC1)N1CCN(c2ncccn2)CC1 (centres undefined) | 86 | -4 | -3 | 84 | 1 | 103 | -1[fluorescence artefact?] | 7[fluorescence artefact?] | 82
COc1cccc(C(=O)Nc2cccc(SC)c2)c1 | 45 | 0 | 1 | 98 | 1.1 | 111 | -3 | -9 | 83
O=c1cc(-c2ccccc2)nc(N2CCCCC2)[nH]1 | 92 | 0 | 1 | 103 | 1.1 | 90 | 4 | 2 | 97
Cc1ccc(-c2nnn(CC(=O)Nc3ccccc3-c3ccccc3)n2)c(-n2cnnn2)c1 | 98 | -4 | -2 | 96 | 1 | 128 | -7 | -3 | 97
O=C(Cn1cnc2c(cnn2-c2ccccc2)c1=O)NCCc1ccccc1 | 100 | . | -22 | 100 | 1 | 97 | 6 | 9[fluorescence artefact?] | 95
O=C(CN(Cc1ccccc1F)C(=O)Cn1nnc(-c2cccs2)n1)NCC1CCCO1 (centres undefined) | 79 | -1 | 3 | 96 | 1.1 | 126 | -4 | -7[fluorescence artefact?] | 104
COCn1c(COc2ccc3ccccc3c2)nc2ccccc21 | 87 | . | 1 | 97 | 2.3* | 85 | -2 | -5 | 99
Cc1cccc(-c2nc(CS(=O)CC(=O)NC3CCCC3)c(C)o2)c1 (centres undefined) | 94 | 2 | 0 | 102 | 1.1 | 115 | -7 | -13 | 99
CC(=O)N(CCN(C(C)=O)c1ccccc1)c1ccccc1 | 100 | -5 | 2 | 103 | 1 | 115 | -7 | -7 | 97
Clc1ccccc1-c1nnc2sc(-c3ccc(Br)o3)nn12 | 62 | 3 | 0 | 95 | 0.9 | 93 | -3 | 5 | 91
COCCn1c(COc2cccc(OC)c2)nnc1SCC(=O)N1CCOCC1 | 83 | 1 | 4 | 101 | 1.2 | 106 | -1 | -1[fluorescence artefact?] | 96
COC(=O)c1ccc(NC(=O)c2cnc3scc(C)n3c2=O)cc1 | 101 | . | -6 | 110 | 1 | 134 | 3 | 12 | 106
CCc1nc(N2CCN(C(=O)c3ccccc3)CC2)c(C#N)c2c1COC(C)(C)C2 | 73 | 0 | 1 | 96 | 1.1 | 80 | 5[fluorescence artefact?] | 7 | 80
COc1ccc2c(C)nc(Nc3nc(C)cc(=O)[nH]3)nc2c1 | 23* | . | 1 | 8.6* | 1.1 | 119 | -3 | -4 | 2.6*
CS(=O)(=O)N(CC(=O)N1CCOCC1)Cc1ccc(Cl)cc1 | 89 | -1 | 2 | 102 | 1.1 | 117 | -7[fluorescence artefact?] | -2 | 107
COc1cc2c(cc1OC)CN(C(=O)Cc1ccc(OC)c(S(=O)(=O)N3CCOCC3)c1)CC2 | 95 | 0 | -3 | 95 | 1 | 114 | -5 | -1 | 104
CCOC(=O)N1CCN(C(=O)c2oc3ccc(S(=O)(=O)N4CC(C)CC(C)C4)cc3c2C)CC1 (centres undefined) | 74 | . | 7 | 94 | . | 111 | 5 | -4[fluorescence artefact?] | 90
COC(=O)C(C)C1Sc2ccccc2NC1=O (centres undefined) | 91 | 1 | 0 | 96 | 1 | 112 | -6 | -4 | 97
Cn1c(=O)c2c(nc(SCCCC#N)n2Cc2ccccc2F)n(C)c1=O | 72 | -2 | 9 | 90 | 1.1 | 75 | 11 | -18 | 101
CC(C)OP(=O)(c1ccc(N(C)C)cc1)C(O)c1c(Cl)cccc1Cl (centres undefined) | 66 | -1 | 2 | 100 | 1.2 | 110[fluorescence artefact?] | -5 | -9 | 96
Cc1ccc(NC(=O)NC(=O)CSc2nnnn2C)c(C)c1 | 72 | -2 | 0 | 97 | 1.3 | 112 | 5 | 12 | 104
Cc1ccc(-c2nnn(CC(=O)N(Cc3ccccc3F)C(C(=O)NC3CCCC3)c3ccncc3)n2)o1 (centres undefined) | 46 | . | -12 | 101 | 1 | 97[fluorescence artefact?] | 12[fluorescence artefact?] | 11[fluorescence artefact?] | 101
Brc1ccc2c(c1)c1nc3ccccc3nc1n2CCN1CCOCC1 | 66 | . | 10 | 60 | 1.4 | 99[fluorescence artefact?] | 56*[fluorescence artefact?] | 45[fluorescence artefact?] | 51
O=C(CC(c1ccccc1)c1ccccc1)Nc1ccc(Cl)cn1 | 17* | -4 | 7 | 85 | 1.2 | 96 | 20 | -6 | 81
c1ccc2c(c1)Cn1nc(Cc3nc4c(s3)CCCC4)nc1-2 | 102 | 6 | 7 | 99 | 1.2 | 114 | -7 | 6 | 100
CC(C)Cc1nnc(NS(=O)(=O)Cc2ccccc2)s1 | 104 | -1 | 12 | 98 | 1.1 | 104 | 4 | 3[fluorescence artefact?] | 84
O=C(CSc1nnc2scc(-c3ccc(Cl)cc3)n12)NCc1ccco1 | 80 | 2 | 7 | 94 | 0.9 | 105 | -14 | -18[fluorescence artefact?] | 86
O=C1c2ccccc2NC(c2ccc(O)cc2)N1Cc1ccco1 (centres undefined) | 107 | -6 | 7 | 109 | 1.2 | 74 | 16 | 24 | 99
O=C(c1sc2ccccc2c1Cl)N(Cc1ccccc1)C1CCS(=O)(=O)C1 (centres undefined) | 67 | 0 | -10 | 102 | 0.9 | 78[fluorescence artefact?] | 7 | 10[fluorescence artefact?] | 86
O=C(Nc1cc(C(F)(F)F)ccc1N1CCOCC1)c1c(F)c(F)c(F)c(F)c1F | 76 | 18 | 5 | 88 | 1.2 | 106 | -10 | -5 | 79

For convenience, 2 of the compounds above.
SMILES | H69AR growth 86K | CD11b adhes enh | Smad3 FoxH1 inh | Lung fibro prol | MT1-MMP txn act | ERa SRC1 pot | ERa SRC1 inh | ERb coact inh | HUVEC prolif 384
O=C(c1sc2ccccc2c1Cl)N(Cc1ccccc1)C1CCS(=O)(=O)C1 (centres undefined) | 67 | 0 | -10 | 102 | 0.9 | 78[fluorescence artefact?] | 7 | 10[fluorescence artefact?] | 86
O=C(Nc1cc(C(F)(F)F)ccc1N1CCOCC1)c1c(F)c(F)c(F)c(F)c1F | 76 | 18 | 5 | 88 | 1.2 | 106 | -10 | -5 | 79

3 entries out of the list above, arranged by the number in ERa SRC1 pot, largest number first.
SMILES | ERa SRC1 pot
Cc1cccc(-c2nc(CS(=O)CC(=O)NC3CCCC3)c(C)o2)c1 (centres undefined) | 115
CCOC(=O)N1CCN(C(=O)c2oc3ccc(S(=O)(=O)N4CC(C)CC(C)C4)cc3c2C)CC1 (centres undefined) | 111
CCc1nc(N2CCN(C(=O)c3ccccc3)CC2)c(C#N)c2c1COC(C)(C)C2 | 80

Next section
SMILES | H69AR growth 86K | CD11b adhes enh | Smad3 FoxH1 inh | Lung fibro prol | MT1-MMP txn act | ERa SRC1 pot | ERa SRC1 inh | ERb coact inh | HUVEC prolif 384
CN(C)Cc1nc2c(c(=O)[nH]1)C(C)(C)Cc1ccccc1-2 | 90 | 0 | -2 | 99 | 1.1 | 84 | 8 | 17[fluorescence artefact?] | 92
CC1(C)CC(=O)CC(=Nc2ccc3[nH]c(=O)[nH]c3c2)C1 | 96 | -3 | -2 | 114 | 1.1 | 111[fluorescence artefact?] | -1 | -2 | 108
COC(=O)C(C(=O)Nc1ccccc1C)C1CCCC1 (centres undefined) | 97 | -3 | 9 | . | 1 | 113 | -1 | -3 | 112
CC(=O)Nc1ccc(-c2nnc(SCC(=O)NCc3ccco3)n2C)cc1 | 78 | 0 | -9 | 98 | 1.1 | 91 | 3 | -2 | 91
CC(C)NC(=O)c1cc(-c2ccco2)on1 | 98 | . | -6 | 102 | 1.6 | 99 | -6 | -10 | 108
Cc1ccc(C)c(N2CCN(S(=O)(=O)c3ccc4c(c3)OCCO4)CC2)c1 | 96 | 1 | 3 | 100 | 1.1 | 91 | 1 | -3 | 118
CCN(CC)S(=O)(=O)c1ccc(C(=O)Oc2ccc3c(c2)OCO3)cc1 | 69 | 4 | -9 | 94 | 1.1 | 110 | -8 | 3 | 94
CCOC(=O)CN(C(=O)CSc1nnc(CNc2ccc(C)cc2C)o1)c1ccccc1 | 83 | 0 | -2 | 94 | 1.1 | 110 | 0 | 3 | 99
CCOC(=O)c1ccc(NC(=O)CN2C(=O)CCC2=O)cc1 | 117 | . | 6[fluorescence artefact?] | 97 | 1 | 108 | 3 | -8 | 95
O=C(NC1CCCCCC1)c1nc2ncccn2n1 | 94 | 1 | 3 | 101 | 1.1 | 112 | 7[fluorescence artefact?] | 1 | 102
CC1=C(C(=O)Nc2ccccc2)C(c2ccc3c(c2)OCO3)C2=C(CCCC2=O)N1 (centres undefined) | 100 | -6 | -1 | 98 | 1 | 114 | -13 | -11 | 102
CC(=O)Nc1ccc(S(=O)(=O)N2CCN(C3CCCCCCC3)CC2)cc1 | 98 | 2 | -16 | 98 | 1 | 108 | -3 | 1 | 108
COc1ccc(C2=Nc3cc(C)ccc3OC2)cc1 | 83 | -4 | 6 | 84 | 0.9 | 106 | -4 | 24 | 95

Exported with two lines to a compound: entries from further up
Values in the order: H69AR growth 86K	CD11b adhes enh	Smad3 FoxH1 inh	Lung fibro prol	MT1-MMP txn act	ERa SRC1 pot	ERa SRC1 inh	ERb coact inh	HUVEC prolif 384
CC1=C(C(=O)Nc2ccccc2)C(c2ccc3c(c2)OCO3)C2=C(CCCC2=O)N1 (centres undefined)
→ 100	-6	-1	98	1	114	-13	-11	102
COc1ccc(C2=Nc3cc(C)ccc3OC2)cc1
→ 83	-4	6	84	0.9	106	-4	24	95
COC(=O)C(C(=O)Nc1ccccc1C)C1CCCC1 (centres undefined)
→ 97	-3	9	.	1	113	-1	-3	112
O=C(NC1CCCCCC1)c1nc2ncccn2n1
→ 94	1	3	101	1.1	112	7[fluorescence artefact?]	1	102
CC(=O)Nc1ccc(S(=O)(=O)N2CCN(C3CCCCCCC3)CC2)cc1
→ 98	2	-16	98	1	108	-3	1	108

Compound activity (PubChem)
